Assay outcomes (PubChem BioAssay)
NS5 inhibitors: flavivirus cap methylation enzyme inhibition – biochemical, confirmation dose response, primary screen (AID 588689) | Dengue-2 NS5 methyltransferase capping enzyme assay, biochemical; higher % means a stronger effect | inhibition, % at 25 µM, or IC50 in µM where a hit was titrated | 0.3% of 340,000 active; in the data active = a potency from the dose series
UTI89 phage lysis: inhibition of K1F phage lysis, E. coli UTI89, bacterial capsule biogenesis inhibitors, alamar blue (AID 488966). one-dose inhibition, % at 100 µM; IC50 in µM for titrated hits. 0.02% of 340,000 active. E. coli UTI89 K1F phage lysis, alamar blue, 2 h; higher % means a stronger effect;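 active = phage lysis inhibition, versus mean bacterial control, above a set limit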;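 note: capsule biogenesis inhibitors block K1F phage lysis so surviving cells raise fluorescence; higher fluorescence means more inhibition of phage lysis; actives were called in the ten point dose series up to 300 µM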
NS5 inhibitors pilot replicate: second read-out of NS5 inhibitors, no call of its own (marks repeat the call); inhibition, %; measured here: pilot screen replicate inhibition
* marks the source's active call; other numbers are inactive results; i = inactive; [ ] = remark or other dose. This is a subset; count on the stated rates, not on these rows.

SMILES	NS5 inhibitors	UTI89 phage lysis	others
COC1C(OC(=O)/C=C/C=C/C=C/C=C/C(=O)O)CCC2(CO2)C1C1(C)OC1CC=C(C)C (configuration not stated) (tested in a mixture with another compound)	-13%	0.4%
c1coc(C2=NC(c3ccco3)C(c3ccco3)N2)c1 (configuration not stated)	8%	-1.3%
O=[N+]([O-])c1ccc2nc(NN=Cc3ccc(O)cc3)sc2c1	-7%	0.7%
CC(Oc1ccccc1F)C(=O)NNC(=O)c1ccc(-n2cncn2)c([N+](=O)[O-])c1 (configuration not stated)	-6%	0.1%[50 µM]
CC(C)(C)OC(=O)N1CCC(C(=O)Nc2ccc(C(=O)N3CCCCC3)cc2)CC1	-10%	-0.1%
CCc1ccc(CNCCNC(=O)c2ccco2)cc1	-1%	-0.7%
CC(C)(C)OC(=O)N(Cc1ccccc1)Cc1ccccc1OCc1cccc(NC(=O)c2ccccc2)c1	-3%	0.0%	NS5 inhibitors pilot replicate=0.9
CN1C[C@@H]2[C@@H]3C(=O)N(Cc4ccccc4)C(=O)[C@@H]3[C@](Cc3ccccc3)(C1=O)N2C(=O)c1ccc(C(C)(C)C)cc1	-7%	5.0%
COCC(=O)N1C[C@H]2CON(C)[C@H]2C[C@H]1c1cccc(-c2ccc(C#N)cc2)c1	4%	-0.1%
O=[N+]([O-])c1ccc(COc2ccc(CN3CCCC3)cc2)cc1	1%	0.1%	NS5 inhibitors pilot replicate=1.8
CCC(C)c1ccccc1N1CC(C(=O)N2CCN(c3ccccc3)CC2)CC1=O (configuration not stated)	5%	0.7%[50 µM]
COC1OC2COC(c3ccccc3)OC2C(OC(C)=O)C1OC(C)=O (configuration not stated)	5%	-1.8%
COc1cc(OC)cc(C(=O)N[C@H](C(=O)OCC(=O)N2CCN(S(=O)(=O)c3ccc(C)cc3)CC2)C(C)C)c1	1%	0.1%[50 µM]
CCN(CC(=O)NCc1ccc(F)cc1)C(=O)c1cccc(S(=O)(=O)N(C)c2ccc(OC)cc2)c1	-10%	0.0%[50 µM]
COC(=O)c1c(NC2=NS(=O)(=O)c3ccccc32)sc2c1CCC(C(C)(C)C)C2 (configuration not stated)	-10%	0.1%
CCOC(=O)C1=CN(CC2CCCCC2)CCC1=O	-7%	0.2%	NS5 inhibitors pilot replicate=3.7
COc1ccc(-c2cn3c(C)c(C(=O)N4CCN(c5ccccc5)CC4)sc3n2)cc1	-5%	-1.5%
CN(CCc1ccccc1)C(=O)c1ccc(NC(=O)Cc2ccc(NC(=O)C3CCCN(S(=O)(=O)c4cccc([N+](=O)[O-])c4)C3)cc2)cc1 (configuration not stated)	-10%	0.4%	NS5 inhibitors pilot replicate=-7.6
CN1C[C@@H]2[C@@H]3C(=O)N(Cc4ccccc4)C(=O)[C@@H]3[C@](C)(C1=O)N2C(=O)c1ccc(C(F)(F)F)cc1	-5%	0.4%
Cc1cn(CC(=O)NCCCn2ccnc2)c(=O)[nH]c1=O	2%	0.2%
CC1=CC(C)(C)NC(=S)N1c1ccc([N+](=O)[O-])cc1	3%	3.0%
CN(C)N1C(=O)C2C3C=CC(O3)C2C1=O (configuration not stated)	5%	0.0%
CN1C(=O)C(N=Nc2ccc([N+](=O)[O-])cc2)SC1=S (configuration not stated)	19%	6.5%
C#CCOCCOCCOCCNc1nc(N2CCN(C(=O)[C@H](CO)n3cc([C@@H](N)C(C)C)nn3)CC2)nc(N2CCN(C(=O)[C@H](CO)n3cc([C@@H](N)C(C)C)nn3)CC2)n1	-2%	0.3%
CCOc1ccc(C=NNC(=O)c2cccc3ccccc23)cc1OCC	5%	4.4%
C[C@@H]1CN[C@@H](CCO)/C1=C\c1ccccc1	1%	0.1%	NS5 inhibitors pilot replicate=1.8
O=C(Nc1ccc(S(=O)(=O)N2CCOCC2)cc1)c1ccc(Cl)c([N+](=O)[O-])c1	-9%	-0.2%
COc1ccc(C(CNC(=O)c2ccc(C)c(S(=O)(=O)N3CCCCC3)c2)N2CCCC2)cc1 (configuration not stated)	-7%	0.2%[50 µM]
Cc1ccc(NC(=O)c2cc(S(=O)(=O)N3CCOCC3)ccc2Cl)cc1S(=O)(=O)N1CCOCC1	1%	1.4%[50 µM]
COC(=O)[C@@H](Cc1ccccc1)NC(=O)CC[C@H]1O[C@@H](n2cc(C)c(=O)[nH]c2=O)C[C@@H]1O	2%	0.1%

Arranged by heavy-atom count (highest first): some entries from above
SMILES	NS5 inhibitors	UTI89 phage lysis	others
COC1OC2COC(c3ccccc3)OC2C(OC(C)=O)C1OC(C)=O (configuration not stated)	5%	-1.8%
CCc1ccc(CNCCNC(=O)c2ccco2)cc1	-1%	-0.7%
CN1C(=O)C(N=Nc2ccc([N+](=O)[O-])cc2)SC1=S (configuration not stated)	19%	6.5%

Remaining list, next part:
SMILES	NS5 inhibitors	UTI89 phage lysis	others
CC(C)C[C@@H](CN)NC(=O)c1nc[nH]c1C(=O)N[C@@H](Cc1ccccc1)C(=O)CNC[C@H](C)NC(=O)c1nc[nH]c1C(=O)N[C@@H](CC(=O)O)C(=O)O	-4%	-0.1%	NS5 inhibitors pilot replicate=-0.6
O=C(NCc1ccncc1)c1cccc(S(=O)(=O)N2CCc3ccccc32)c1	3%	0.1%[50 µM]
COCCN(C(=O)COC(=O)C12CC3CC(CC(C3)C1)C2)c1c(N)n(Cc2ccccc2)c(=O)[nH]c1=O	4%	0.5%[50 µM]
CN(N=Cc1cccc2cccnc12)c1ccc([N+](=O)[O-])cc1[N+](=O)[O-]	-23%	0.1%
CC1(C)CSC(C)(C)C(=O)N1	-7%	-1.9%
CCOC(=O)c1cc2c(=O)n3ccccc3nc2n(Cc2ccc(Cl)cc2)c1=N	-5%	0.4%
CC(NC(=O)CN1C(=O)NC2(CCCCC2)C1=O)c1ccc(S(N)(=O)=O)cc1 (configuration not stated)	-1%	-0.2%[50 µM]
O=C1C=CC(=O)N1Cc1cccnc1	6%	-2.2%
CCOC1=CC(=O)OC(c2ccccc2)C1 (configuration not stated)	2%	4.5%
COCCN(C(=O)c1cc(CN2C(=O)c3ccccc3C2=O)ccc1OC)c1c(N)n(CC(C)C)c(=O)[nH]c1=O	3%	3.1%
Cc1noc(C)c1NC(=O)N(C)C[C@H]1Oc2c(cccc2N(C)C)C(=O)N([C@H](C)CO)C[C@@H]1C	-5%	1.6%
CC1(c2ccccc2)NC(=O)N(CC(=O)NCCN2C(=O)S/C(=C\c3cccnc3)C2=O)C1=O (configuration not stated)	1%	1.4%[50 µM]
CN(C(=O)c1ccc(NC(=O)Cc2cccc(NC(=O)C3CCN(C(=O)C4CCC4)CC3)c2)cc1)C1CC1	1%	0.3%	NS5 inhibitors pilot replicate=4.3
COC(=O)[C@H](NCc1ccc(OC)c(B(O)O)c1)C(C)C	2%	0.2%	NS5 inhibitors pilot replicate=-1.8
O=S(=O)(c1cc(Cl)cc(Cl)c1)N1CCC2CC1c1cc(Cl)ccc12 (configuration not stated)	3%	0.1%	NS5 inhibitors pilot replicate=0.3
COCCN(C(=O)COC(=O)C(C)(C)Oc1ccc(Cl)cc1)c1c(N)n(Cc2ccccc2)c(=O)[nH]c1=O	-2%	0.0%
O=C1ON(Cc2ccccc2)C(c2ccccc2)N1c1ccccc1 (configuration not stated)	0%	-1.1%
CC1Cc2cc(-c3csc(NC(=O)CCl)n3)ccc2N1C(=O)C1CC1 (configuration not stated)	1%	-0.2%
C=CCN(c1ccccc1OC)S(=O)(=O)c1cccc(C(=O)OCC(=O)c2c(N)n(C)c(=O)n(C)c2=O)c1	-4%	0.4%[50 µM]
CCOc1ccc2c(c1)C(=NNC(=O)c1ccccn1)c1cc(OCC)ccc1-2	1%	0.0%
NC(=S)NN=C1c2ccccc2-c2c(F)c(F)c(F)c(F)c21	-4%	1.0%
COC(=O)Cc1c(-c2[nH]c3ccccc3c2CC(=O)OC)[nH]c2ccccc12	-5%	i
CC(C)(C)OC(=O)N(Cc1ccccc1)Cc1ccccc1OCc1cccc(NC(=O)C2CCC2)c1	3%	0.2%
O=c1ccn(C2CCCO2)c(=O)[nH]1 (configuration not stated)	-6%	0.8%
OCC1OC(n2cnc3c(/C=C(\O)c4ccccc4)ncnc32)C(O)C1O (configuration not stated)	-2%	1.7%

Molecules listed so far containing an aryl methoxy group, in the order listed:
SMILES	NS5 inhibitors	UTI89 phage lysis	others
COc1cc(OC)cc(C(=O)N[C@H](C(=O)OCC(=O)N2CCN(S(=O)(=O)c3ccc(C)cc3)CC2)C(C)C)c1	1%	0.1%[50 µM]
CCN(CC(=O)NCc1ccc(F)cc1)C(=O)c1cccc(S(=O)(=O)N(C)c2ccc(OC)cc2)c1	-10%	0.0%[50 µM]
COc1ccc(-c2cn3c(C)c(C(=O)N4CCN(c5ccccc5)CC4)sc3n2)cc1	-5%	-1.5%
COc1ccc(C(CNC(=O)c2ccc(C)c(S(=O)(=O)N3CCCCC3)c2)N2CCCC2)cc1 (configuration not stated)	-7%	0.2%[50 µM]
COCCN(C(=O)c1cc(CN2C(=O)c3ccccc3C2=O)ccc1OC)c1c(N)n(CC(C)C)c(=O)[nH]c1=O	3%	3.1%
COC(=O)[C@H](NCc1ccc(OC)c(B(O)O)c1)C(C)C	2%	0.2%	NS5 inhibitors pilot replicate=-1.8
C=CCN(c1ccccc1OC)S(=O)(=O)c1cccc(C(=O)OCC(=O)c2c(N)n(C)c(=O)n(C)c2=O)c1	-4%	0.4%[50 µM]
